High-throughput results as filed in PubChem.
Myeloid diff 2 – compounds promoting myeloid differentiation; calls only at 10 µM; 360,000 compounds, 1% hits; ER-HoxA9 myeloid progenitors, lysozyme-GFP differentiation, flow cytometry;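 active means normalized GFP-positive differentiation at or above the plate's own cutoff, the solvent-only control mean plus 3 SD; inconclusive means no clear call, values can overlap the other calls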;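 further: cells exposed to compound for four days before flow analysis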
Myeloid diff 2 GFP+ MAC1+ % – recorded beside Myeloid diff 2, whose call it bears; GFP+ MAC1+ double positive, %; measured here: differentiation confirmed by MAC1 staining
The depositor's hits bear a star; i = inactive; ? = inconclusive; . = not tested or not shown.

The line under a structure holds: Myeloid diff 2 GFP+ MAC1+ % | Myeloid diff 2
O=C(C[C@H]1C[C@H](C(=O)N2CCOCC2)[C@@]2(CCC3CCCC3)c3[nH]c4ccc(Cl)cc4c3CCN2C1=O)NCC12CC3CC(CC(C3)C1)C2
→ 1.0 | i
Cc1cccc(C(=O)NNC(=O)c2ccc3ccccc3c2)c1
→ 0.3 | i
Cc1nc(Cl)sc1C(=O)Nc1ccc(F)cc1
→ 0.8 | i
CC1(C(=O)NS(=O)(=O)c2ccc3c(c2)CCO3)CCN1C(=O)C1(c2ccc(Cl)cc2)CCC1 (stereo not given)
→ 0.6 | i
C[C@H]1CN([C@@H](C)CO)C(=O)CCCn2nncc2CO[C@H]1CN(C)S(=O)(=O)c1ccc2c(c1)OCCCO2
→ 0.9 | i
Cc1ccc(NC(=O)CN(C)CC(=O)N(CC(C)C)c2c(N)n(CC(C)C)c(=O)[nH]c2=O)c(C)c1
→ 1.1 | i
COc1nccc(NCc2ccccc2)c1C#N
→ 0.5 | i
Cc1cc(C)cc(NC(=O)CSc2nnc(CNC(=O)c3ccco3)n2C)c1
→ 0.2 | i
C#CCN(C[C@H]1[C@H](OC(=O)NCCCCCC)[C@H](OC(=O)NCCCCCC)C[C@H]2C(=O)N(c3ccccc3)C(=O)[C@@H]12)S(=O)(=O)c1ccc(C)cc1
→ 1.4 | i
Cc1cccc(CCN2C(Nc3ccccc3)=NC[C@@H]2CC(C)C)c1
→ 0.6 | i
CC1(C(=O)NS(=O)(=O)c2ccc(Cl)s2)CCN1C(=O)C1(c2ccc(Cl)cc2)CC1 (stereo not given)
→ 0.1 | i
CCOc1ccccc1OCCCC(=O)N1CCN(S(=O)(=O)c2ccc(Cl)cc2)CC1
→ 0.7 | i
O=C1C=CC(=Nc2cccc3c2C(=O)c2ccccc2-3)O1
→ 0.6 | i
CCCCCCCCNCCS(=O)(=O)NCc1ccc(OC)cc1
→ 0.8 | i
COc1ccc(C(=O)NCC(C)NC(=O)c2ccc(OC)c(OC)c2)cc1OC (stereo not given)
→ 0.6 | i
COc1ccc(-c2noc(CCC(=O)N3CCN(c4ccc(Cl)cc4)CC3)n2)cc1
→ 0.8 | i
Nc1ccc(N=Nc2ccc(O)cc2)c(N)n1
→ 3.5 | i
C#CCN1C=CC(=O)[C@@H](OC(=O)Nc2ccc(Cl)cc2)[C@H]1c1ccccc1Br
→ 1.6 | i
Nc1ccc2c(c1)C(=NO)c1ccccc1-2
→ 0.2 | i
CC(CCc1ccccn1)C(=O)C(C)CCc1ccccn1 (stereo not given)
→ 0.6 | i
O=C(c1cc2cc(Cl)ccc2o1)N1CCCCCC1
→ 0.5 | i
Cc1ccc(C)c(CC(=O)N2CCCC(c3cc(C(=O)Nc4ccc5c(c4)OCO5)no3)C2)c1 (stereo not given)
→ 0.9 | i
O=c1[nH]c2ccc([N+](=O)[O-])cc2[nH]1
→ 1.2 | i
N#Cc1ccccc1NC(=O)CSc1n[nH]c(=O)n1C1CC1
→ 0.9 | i
COc1ccc(CCNC(=O)c2cc(S(=O)(=O)N3CCOCC3)ccc2F)cc1
→ 1.3 | i
O=C(O)c1cccc(S(=O)(=O)Nc2ccccc2Oc2ccccc2)c1
→ 0.9 | i
O=C(COC(=O)c1cc(=O)[nH]c2ccccc12)Nc1ccccc1F
→ 1.2 | i
CC(C)Nc1ncnc2c1ncn2[C@H]1CN(Cc2ccc(F)cc2)C[C@@H](CO)O1
→ 1.2 | i
OCc1cccc(-c2csc(C(O)c3ccco3)n2)c1 (stereo not given)
→ 1.2 | i
CCCCCC(=O)N1C[C@@H](n2cc(-c3ccc(F)cc3)nn2)[C@H](O)C[C@@H]1c1ccccc1
→ 0.9 | i
Cc1cc(/C=C(\C#N)C(=O)NCc2ccccc2)c(C)[nH]1
→ 1.6 | i
CN(c1ccccc1)S(=O)(=O)c1cccc(NC(=O)Cc2n[nH]c(=O)c3ccccc23)c1
→ 0.5 | i
CC/C(=C\c1ccc(N(C)C)cc1)c1ccncc1
→ 0.9 | i
O=C(NCCOc1ccccc1)c1ccc2n[nH]nc2c1
→ 0.4 | i
Cc1noc(C)c1-c1ccc(C(=O)NCc2cccc(Cl)c2)c2occc12
→ 0.7 | i
CCCCNC(=O)C1(C)CCN1C(=O)c1cccnc1Oc1ccccc1 (stereo not given)
→ 0.9 | i
COc1cc(CC(=O)OCC(=O)NC2CCCCCC2)cc(OC)c1OC
→ 0.9 | i
CN(CC(=O)Nc1cccc(F)c1)CC(=O)Nc1cccc2ccccc12
→ 1.1 | i
CCOC(=O)N1CCN(S(=O)(=O)N2CCCC(C(=O)NCc3ccc(C)cc3)C2)CC1 (stereo not given)
→ 1.4 | i
Cc1ccc(SCC(=O)Nc2ccc(N3CCOCC3)cc2)cc1C
→ 1.0 | i
COc1ccccc1CCC(=O)Nc1ccc(S(=O)(=O)Nc2ncccn2)cc1
→ 0.5 | i
COc1ccc(CCNC(=O)CSCC(=O)Nc2cc(S(C)(=O)=O)ccc2Cl)cc1
→ 0.9 | i
COc1ccc(OC(=O)OCc2ccccc2)cc1
→ 0.6 | i
C[C@@]12C(=O)Nc3cc(Cl)ccc3C(=O)N1[C@H]1c3ccccc3OC[C@@H]1[C@@H]2c1ccccc1
→ 0.9 | i
O=C(COC(=O)c1cccc(F)c1)NC(=O)NCc1ccccc1
→ 0.5 | i
COc1ccc(-n2nc3c(c2NC(=O)c2ccccc2)CS(=O)(=O)C3)cc1
→ 0.9 | i
COCCCNC(=O)Cn1cnc2c(OCc3ccccc3)ncnc21
→ 0.4 | i
O=C(C1CCCCC1)N1C[C@H](O)[C@@H](n2cc(-c3ccc(F)cc3)nn2)C[C@@H]1c1ccccc1
→ 0.9 | i
Cn1nc(C(=O)Nc2cccc(C(=O)NC3CC3)c2)c2ccccc2c1=O
→ 0.9 | i
COc1cc(OC)cc(C(=O)NCC(=O)OCC(=O)NC(C)CCc2ccccc2)c1 (stereo not given)
→ 1.1 | i
O=C(Cc1ccc(NC(=O)C2CCN(C(=O)CCc3ccccc3)CC2)cc1)Nc1ccc(C(=O)N2CCOCC2)cc1
→ 0.9 | i
CN(CCCn1ccc(NC(=O)OCc2ccccc2)nc1=O)CCc1ccccn1
→ 1.3 | i
CCOc1ncccc1C(=O)OCc1csc(CC(=O)Nc2ccccc2C)n1
→ 0.1 | i
Cc1ccc(S(=O)(=O)NCC(=O)NCC(=O)NCCc2ccccc2F)cc1C
→ 1.0 | i
c1ccc(NN(Cc2cnccn2)c2ccccc2)cc1
→ 1.3 | i
O=C1C(CCc2ccccc2)ON=C(c2cnccn2)N1Cc1ccc(F)cc1 (stereo not given)
→ 3.2 | i
CC(C)c1ccc(CC(=O)N2CCC2(C)C(=O)NS(=O)(=O)c2cccc(OC(F)F)c2)cc1 (stereo not given)
→ 0.7 | i
O=C(NCCNC(=O)c1ccc(Cl)cc1Cl)c1ccc(Cl)cc1Cl
→ 0.9 | i
CCCCN1C(=O)C(CC(=O)NC2CCCC2)CC(C(=O)N2CCOCC2)=C1C (stereo not given)
→ 0.5 | i
CC(C)N1CCC1(C)C(=O)Nc1ccc(-n2cccc2)cc1 (stereo not given)
→ 0.8 | i

New compounds follow.
The line under a structure holds: Myeloid diff 2 GFP+ MAC1+ % | Myeloid diff 2
Cc1cccc(OCCNC(=O)c2cc(C3CC3)nc3c2cnn3C(C)C)c1
→ 1.0 | i
c1ccc(CCc2cccnc2)cc1
→ 1.0 | i
Clc1ccccc1CNCc1ccc2c(c1)OCO2
→ 1.6 | i
COc1cc(CCN(C(=O)c2cc3ccccc3[nH]2)C(c2ccccn2)c2nc3ccccc3[nH]2)cc(OC)c1 (stereo not given)
→ 0.7 | i
COc1cc2cc(CCCOC(=O)CCC(=O)O)oc(=O)c2cc1OC
→ 1.1 | i
CC(=O)Nc1cccc(-c2ccnc3c2CC(C)(C(=O)Nc2ccc(C(C)C)cc2)O3)c1 (stereo not given)
→ 0.4 | i
CCOC(=O)C1(C)C(C(=O)OC)=C(c2ccc(OC)cc2)c2ccccc2N1C(=O)OC (stereo not given)
→ 2.1 | i
COc1cccc(C(=O)NNC(=O)CCN2CCN(c3ccccc3)CC2)c1
→ 0.7 | i
COC(=O)C1(C)CCCC2(C)c3cc(OC)ccc3C(=O)C(Br)C12 (stereo not given)
→ 4.5 | i
COc1ccc(OC)c(C(=O)CCCCC(=O)c2cc(OC)ccc2OC)c1
→ 1.1 | i
CN(C)c1ccc(C=c2c3ccccc3n3c2cc(-c2ccc(Cl)cc2)[n+]3C)cc1
→ . | ?
COc1cccc(CN(CC(=O)NCc2ccccc2)S(=O)(=O)CCl)c1
→ 1.6 | i
CC1(C)OC(=O)C2=C(C[C@@H](CCOCc3ccccc3)O[C@H]2c2ccc(F)cc2)O1
→ 0.5 | i
Cc1noc(C)c1COc1ccc(C(=O)NCCOc2ccccc2)cc1
→ 0.5 | i
COc1ccc(C(=O)COC(=O)/C=C/c2ccccc2)c(OC)c1
→ 0.6 | i
COc1cc(OC)c2c3c(c(C4CCCCC4)nc2c1)CCCC3
→ 1.0 | i
O=C(Nc1nc(-c2ccc(F)c(F)c2)cs1)C1=COCCO1
→ 0.6 | i
Fc1ccc(-c2nc3ccc(Cl)cn3c2Cc2ccsc2)cc1
→ 1.1 | i
CCOC(=O)C1CCCN1C(=O)C1(NC(C)=O)CCCC1 (stereo not given)
→ 1.0 | i
CC(=O)N1CCN(C(=O)c2ccc(Cl)c(S(=O)(=O)N3CCCCCC3)c2)CC1
→ 0.4 | i
Cc1ccc([C@H]2C[C@@H](n3cc(-c4ccc(F)cc4)nn3)[C@H](O)CN2C(=O)c2cccs2)cc1
→ 0.8 | i
CS(=O)(=O)c1cccc(C(=O)OCC(=O)NCc2cccs2)c1
→ 0.1 | i
Cc1ccccc1OCC(=O)OCC(=O)N1CCc2ccccc21
→ 0.6 | i
O=C(OCC(O)C(O)C(O)COC(=O)c1ccccc1)c1ccccc1 (stereo not given)
→ 2.9 | i
CC1(Oc2cccc(F)c2)CCN(Cc2ccc3ccccc3c2)C1 (stereo not given)
→ 1.9 | i
CN(C)c1ccc(CNC(=O)C2(C)Cc3c(-c4ccc(N(C)C)cc4)ccnc3O2)cc1 (stereo not given)
→ 1.0 | i
COC(=O)C1(C)COP(=O)(NC23CC4CC(CC(C4)C2)C3)OC1 (stereo not given)
→ 0.4 | i
COCCN(C(=O)COC(=O)Cc1c(C)nc2ccccc2c1C)c1c(N)n(CC(C)C)c(=O)[nH]c1=O
→ 0.2 | i
COCCN(CCOC)Cc1cc(=O)oc2cc(OC)ccc12
→ 1.3 | i
O=C(CSc1ncnc2sccc12)NCc1ccc2c(c1)OCO2
→ 0.8 | i
CC(C)c1cc(Cn2c3ccccc3c(=O)n2C(C)CBr)on1 (stereo not given)
→ 3.2 | i
CCC(=O)N[C@@H]1CC[C@@H](CCNC(=O)Nc2ccc(F)cc2)O[C@@H]1CO
→ 2.1 | i
CC[C@]12c3[nH]c4ccccc4c3CCN1C(=O)C(CC(=O)NCCC1=CCCCC1)C[C@@H]2C(=O)N1CCN(C(=O)c2ccco2)CC1 (stereo not given in full)
→ 0.9 | i
CN(C(=O)c1ccccc1OCc1ccc(F)cc1)c1c(N)n(Cc2ccccc2)c(=O)[nH]c1=O
→ 0.7 | i
C[C@@H]1[C@H]2CCCC[C@H]2CN(C(=O)OC(C)(C)C)[C@@H]1c1cn(Cc2ccccc2)c2ccc(F)cc12
→ 0.2 | i
O=C(NN1CCOCC1)c1c(-c2ccccc2)sc2ccccc12
→ 2.7 | i
COc1ccccc1-c1noc(CCC(=O)N2CCN(c3cc(C)ccc3C)CC2)n1
→ 0.2 | i
O=C(OCC(=O)N1CCC(Cc2ccccc2)CC1)c1ccccc1O
→ 0.8 | i
CCc1nc2ccc(C(=O)NCCCn3ccnc3)cn2c1N(C)CCC(C)C
→ 1.1 | i
CN(c1ccccc1)S(=O)(=O)c1cccc(C(=O)Nc2ccc(N3CCOCC3)cc2)c1
→ 0.9 | i
O=C(CN1CCN(S(=O)(=O)c2cccs2)CC1)N1CCCCC1
→ 0.2 | i
CCOC(=O)C1(C)CCCN(C(=O)c2ccc(OC)cc2OC)C1 (stereo not given)
→ 0.6 | i
COC(=O)[C@]12CCCCC=C1N(Cc1ccc(Cl)cc1Cl)C(=O)[C@H](CC(=O)NCC1CCCCC1)C2
→ 1.6 | i
COc1ccc2sc(-c3ccccc3OC)c(-c3ccc(O)cc3)c2c1
→ 0.6 | i
O=C(COc1ccc(F)cc1)NCC1(N2CCCCC2)CCCCC1
→ 0.4 | i
Cc1ccc(C(O)c2ncc(-c3ccc4ccccc4c3)[nH]2)c(C)c1 (stereo not given)
→ 0.9 | i
Cc1cccc(C)c1NC(=O)CNC(=O)C(C)N(C)CC(=O)Nc1ccc(F)cc1 (stereo not given)
→ 0.6 | i
O=C(NCc1cccs1)c1ccc2nc([C@@H]3O[C@H](CO)[C@H](O)[C@H](O)[C@H]3O)[nH]c2c1
→ 0.8 | i
CC(=O)Nc1ccc(C(=O)CN2C(=O)NC3(CCCCCC3)C2=O)c(F)c1
→ 0.5 | i
COc1ccc([C@H]2N[C@]3(CCCN(Cc4ccc(C)cc4)C3=O)[C@H]3C(=O)N(C)C(=O)[C@@H]23)cc1
→ 1.0 | i
N#Cc1ccc(C2=CC(=O)C[C@H](c3ccc(Cl)cc3)C2)cc1
→ 1.9 | i
CC(=O)c1cc2cccc(OC3(C)CCN(Cc4ccc(-c5ccccn5)cc4)C3)c2o1 (stereo not given)
→ 1.7 | i
O=S(=O)(/C(=C\c1ccc(C(F)(F)F)cc1)c1nc2ccccc2[nH]1)c1ccccc1
→ . | ?

An excerpt (hit frequency here may not be typical).
